# PRMT1 FP inh – PRMT1 (human) inhibition, primary screen; hit rate 1.3% among 370,000; Q99873; recombinant PRMT1, activity-based probe fluorescence polarization; inhibition, % at 2.79 µM; AID 652257;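 active = inhibition above about 21% made by adding two undisclosed values, limit read from the data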
# LEDGF integ inh – blocks HIV-1 LEDGF/p75-dependent DNA integration; TR-FRET IN-LEDGF/p75 DNA integration, Eu/Cy5; inhibition, % at 3.7 µM; hit rate 0.64% among 370,000; AID 743269;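 active = inhibition above the screen-wide mean plus 3 SD, cut at about 13% in these data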;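 note: signal is the Cy5 over europium emission ratio at 671 and 618 nm; 0% = plate median of compound wells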
# PG9 Ab binder – small molecules binding HIV-1 gp120 antibody PG9; TR-FRET gp120-PG9 antibody binding; inhibition, % at 6.7 µM; hit rate 0.43% among 360,000; AID 624416; in the data active = inhibition above about 8.5%
# mABHD4 FP – inhibits mouse alpha/beta hydrolase domain 4; Q8VD66; purified mABHD4, FP-Rh probe fluorescence polarization; inhibition, % at 8.92 µM; hit rate 0.54% among 370,000; AID 720543;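 active = inhibition exceeding the mean over every tested compound plus 3 SD, cut at about 30% in these data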;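 note: 0% = plate median of compound wells and 100% = S159A mutant with DMSO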
#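 Test system: mouse ABHD4 enzyme, wild type. Reagent: FP-Rh fluorescent activity-based probe, added after compound pre-incubation. Timing: pre-incubation 45 min, probe exposure 60 min, at 25 °C. Technique: FP readout, ex 525 nm / em 598 nm. Benchmarks: high control S159A mutant with DMSO, low control median of compound wells.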
# SIAE inh – blocks human sialic acid acetylesterase; hit rate 0.69% among 370,000; AID 1053197; SIAE FP-Rh probe binding, fluorescence polarization; inhibition, % at 9.66 µM; Q9HAT2;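 active = inhibition above a cutoff: mean of compounds within the control limits plus 3 SD of those, cut at about 17% in these data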;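 note: 0% = plate median of compound wells and 100% = probe without SIAE protein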
# TDP2 absorb – TDP2 (human) inhibition, absorbance primary screen. O95551. recombinant TDP2, T5PNP hydrolysis, p-nitrophenol absorbance 415 nm. inhibition, % at 12.8 µM. hit rate 0.34% among 370,000. AID 720702;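 active = inhibition above the mean of all tested compounds plus 3 SD, set per campaign, cut at about 25% in these data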;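 note: 0% = DMSO with enzyme and 100% = buffer with substrate but no TDP2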
# Target sequence (O95551 whole entry, looked up): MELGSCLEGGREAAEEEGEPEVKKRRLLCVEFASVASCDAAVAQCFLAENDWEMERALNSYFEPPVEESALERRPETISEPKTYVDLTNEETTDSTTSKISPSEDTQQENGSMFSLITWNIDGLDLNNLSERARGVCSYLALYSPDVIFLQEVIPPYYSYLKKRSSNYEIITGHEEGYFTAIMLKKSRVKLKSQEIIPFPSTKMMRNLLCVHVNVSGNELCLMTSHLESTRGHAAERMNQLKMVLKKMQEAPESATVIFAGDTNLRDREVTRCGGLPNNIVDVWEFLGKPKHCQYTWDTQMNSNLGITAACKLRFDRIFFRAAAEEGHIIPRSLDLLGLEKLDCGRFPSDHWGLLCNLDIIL
#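 Test system: Human TDP2 enzyme | Reagent: 5 mM T5PNP | Compound dosing: 12.8 µM single point, 1% DMSO | Incubation: Enzyme reaction with compound for 2 h at 37 °C | Technique: p-Nitrophenol epi absorbance | Read-out: % inhibition relative to enzyme-containing and enzyme-free wells | Benchmarks: High control without enzyme, low control DMSO plus TDP2 | Replicates: Singlicate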
# UHRF1 MBD2 ctr – blocks human UHRF1 binding to methylated DNA; Q96T88; UHRF1 binding to methylated oligo, TR-FRET; inhibition, % at 4.4 µM; hit rate 0.75% among 370,000; AID 687016; in the data active = inhibition above about 21%;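 note: UHRF1 SRA domain binding a hemimethylated CpG hairpin DNA probe; 0% = median of test compound wells and 100% = reference inhibitor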
# HTRA1 inh – inhibitors of human serine peptidase HTRA1. inhibition, % at 5.96 µM. AID 504803. recombinant HTRA1, FP-rhodamine activity-based probe, fluorescence polarization. hit rate 0.5% among 340,000; in the data active = inhibition above about 36%;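 note: 0% = enzyme with DMSO and 100% = wells lacking enzyme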
# TCR CD3 inh – inhibitors of human TCR-CD3 interaction | TAMRA-labeled TCR probe fluorescence, biochemical | inhibition, % at 9.4 µM | hit rate 0.37% among 360,000 | AID 651800; in the data active = inhibition above about 19%;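 note: recombinant mutant TCR 2C K166C tagged with TAMRA read by polarization; 0% = receptor in buffer alone and 100% = receptor with positive control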
# Tn7 DDE FP – DD(E)-Tn7 binding inhibition, primary FP screen; inhibition, % at 8.3 µM; P02675; FP displacement of FITC-Tn7 peptide from fibrin DD(E); 0% = median of compound wells per plate; AID 720508; hit rate 0.13% among 370,000;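 active = inhibition above the mean of compounds falling within the control limits plus 3 SD of them, cut at about 14% in these data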;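 note: 0% = plate median of compound wells and 100% = 10 µM Aha-Tn7 peptide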
# Target sequence (P02675 whole entry, looked up): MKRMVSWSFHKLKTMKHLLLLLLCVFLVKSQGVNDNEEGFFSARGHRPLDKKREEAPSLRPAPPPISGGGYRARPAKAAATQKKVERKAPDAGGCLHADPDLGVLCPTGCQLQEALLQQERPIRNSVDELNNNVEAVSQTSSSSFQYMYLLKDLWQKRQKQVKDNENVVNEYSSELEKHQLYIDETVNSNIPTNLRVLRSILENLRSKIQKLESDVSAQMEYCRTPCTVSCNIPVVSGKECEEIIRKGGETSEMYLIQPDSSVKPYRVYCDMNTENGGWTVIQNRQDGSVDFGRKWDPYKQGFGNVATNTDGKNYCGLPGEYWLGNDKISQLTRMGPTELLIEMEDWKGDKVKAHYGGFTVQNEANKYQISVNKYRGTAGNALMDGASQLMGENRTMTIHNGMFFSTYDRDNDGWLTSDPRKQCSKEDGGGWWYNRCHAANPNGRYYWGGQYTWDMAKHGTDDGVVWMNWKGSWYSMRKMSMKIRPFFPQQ
#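 system = human fibrin DD(E) protein | quantity = DD(E) 2 µM final | medium = Tris/NaCl/CaCl2 buffer, pH 7.8 | also added = labelled Tn7 tracer, 0.1 µM | compound dosing = single point at 8.3 µM | timing = compound with protein 10 min, then 3 h after probe, room temperature | signal = FP measurement | benchmarks = Aha-Tn7 high control | repeats = one replicate per compound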
# * hit, by the source's call; / = no result given.
SMILES,PRMT1 FP inh,LEDGF integ inh,PG9 Ab binder,mABHD4 FP,SIAE inh,TDP2 absorb,UHRF1 MBD2 ctr,HTRA1 inh,TCR CD3 inh,Tn7 DDE FP
COCCC(=O)Nc1c(-c2ccccc2)c2cc(Br)ccc2[nH]c1=O,2,4,-0.4,-2,8,7,-1,-9,-1,-4
O=C(NCCCCc1ccccc1)c1cc([N+](=O)[O-])cc([N+](=O)[O-])c1,-2,-1,-1.4,2,-1,0,0,0,3,-3
O=C(Nc1ccc2ccccc2c1)c1ccc(Br)o1,1,4,-0.8,-21,-1,-5,-1,-25,7,-9
Cc1cc(-c2ccc(C)c(S(=O)(=O)N3CC(=O)Nc4ccccc43)c2)on1,-4,4,0.3,-3,-1,3,-1,-21,2,-4
Oc1c(CN2CCOCC2)cc(CN2CCOCC2)c(O)c1CN1CCOCC1,72*,20*,0.6,1,-1,-2,-5,4,5,5
COC(=O)c1ccc(CN2CCCCC2)cc1,-6,-4,-1.0,-3,4,12,1,8,5,6
N=C(N)n1ncc2c1CCCC2=O,11,2,-0.6,-6,1,-3,-1,/,-5,6
CCN1C(=O)[C@H]2[C@@H](c3ccc(C)cc3)N[C@]3(CCCN(Cc4ccc(F)cc4)C3=O)[C@H]2C1=O,-2,5,-0.3,4,0,4,0,2,-1,2
Cc1ccccc1N1CCN(CCCOc2ccc3c(C)cc(=O)oc3c2)CC1,1,1,-1.2,-4,6,-6,19,-21,2,0
CC(C)N(C(=O)COC(=O)c1ccccc1C(=O)N1CCN(c2ccc(F)cc2)CC1)C(C)C,0,1,2.3,2,4,-4,2,-2,1,-4
O=[N+]([O-])c1ccccc1OCC(O)CNC1CCCC1 (centres undefined),0,3,0.9,-3,-4,-24,5,1,0,1
COc1cccc2sc(NNC(=O)COc3ccccc3)nc12,10,-5,1.5,20,6,-7,3,9,0,1

# Single records, as listed above. Screens in order: PRMT1 FP inh	LEDGF integ inh	PG9 Ab binder	mABHD4 FP	SIAE inh	TDP2 absorb	UHRF1 MBD2 ctr	HTRA1 inh	TCR CD3 inh	Tn7 DDE FP
# Oc1c(CN2CCOCC2)cc(CN2CCOCC2)c(O)c1CN1CCOCC1 reads 72*	20*	0.6	1	-1	-2	-5	4	5	5
# COc1cccc2sc(NNC(=O)COc3ccccc3)nc12 reads 10	-5	1.5	20	6	-7	3	9	0	1
# O=C(Nc1ccc2ccccc2c1)c1ccc(Br)o1 reads 1	4	-0.8	-21	-1	-5	-1	-25	7	-9

# (continued)
SMILES,PRMT1 FP inh,LEDGF integ inh,PG9 Ab binder,mABHD4 FP,SIAE inh,TDP2 absorb,UHRF1 MBD2 ctr,HTRA1 inh,TCR CD3 inh,Tn7 DDE FP
CC1(C)Cc2ccccc2C(NNC(=O)c2ccccn2)=N1,-1,-1,-0.1,5,4,4,2,16,-5,5
COc1ccc(-c2cc(C(=O)Nc3nc4c(C)cccc4s3)c3ccccc3n2)cc1OC,-2,4,-3.2,-4,-25,-3,-1,-7,0,5
CC(C)c1ccc(S(=O)(=O)N2CCN(C(=O)C3CCCC3)CC2)cc1,-1,-3,-0.5,-5,12,-8,3,-6,-4,5
O=C(COC(=O)CNC(=O)c1ccc(Cl)cc1)Nc1cccc(S(=O)(=O)N2CCCC2)c1,5,-4,0.7,4,3,-18,0,-5,-5,-5
CC12CCC(C(=O)N3CCC(Cc4ccccc4)CC3)(C(=O)C1=O)C2(C)C (centres undefined),0,0,-0.5,-2,3,-1,5,-3,-4,-1
O=C(NNC1CC(=O)N(c2cccc(Cl)c2)C1=O)c1cccnc1 (centres undefined),3,6,-2.9,-2,-3,-7,2,-6,0,-3
CCSc1nc(-c2ccccc2)nc2c1CCCC2,0,-1,1.0,1,0,-9,0,4,5,7
CC(C)C12CN3CC(C(C)C)(CN(C1)C3c1ccc([N+](=O)[O-])o1)C2=O (centres undefined),4,1,-1.5,1,-1,3,2,0,5,0
S=C(N/N=C/c1ccccc1Cl)Nc1ccccc1,3,-2,-1.8,-11,1,3,1,-10,2,12
Cc1c(-c2ccccc2)[n+](=O)c2c(n1[O-])CCCCC2,-5,-5,-1.4,9,3,-1,-3,-3,8,5
CC(CNC(=O)c1cccs1)c1ccc([N+](=O)[O-])cc1 (centres undefined),-3,6,-1.2,-2,0,-5,-1,-5,-5,6
O=C(Nc1ccc(C(=O)N2CCCCC2)cc1)c1ccccc1,-6,2,-1.2,1,-2,7,0,6,2,-5
COc1cc2c(C)nc3c(c(C)nn3-c3ccccc3)c2cc1OC,1,-2,-1.0,0,-3,13,1,-3,1,1
CC1(C)CC(=O)C2=C(C1)N=C1SCCC(=O)N1C2c1ccccc1 (centres undefined),4,2,0.8,-13,-5,-14,5,-11,-11,-2
O=C(NCCCc1ccncc1)C1CCC(=O)N(CCc2cccc(F)c2)C1 (centres undefined),2,-4,1.2,5,0,-1,4,3,-5,-4
COc1ccc(Cl)cc1-c1nc(SCC(=O)NC2CCS(=O)(=O)C2)n[nH]1 (centres undefined),-1,-4,0.3,0,-2,5,0,2,-9,8
CSc1nnc(CNS(=O)(=O)c2ccc(F)cc2)n1C,1,1,-0.2,1,-7,0,0,2,6,9
c1ccc(CN2CCN(c3ncnc4sccc34)CC2)cc1,-1,1,/,4,1,-3,0,/,/,-6
O=C(Cn1nnc(-c2ccccc2)n1)OC1CCOC1=O (centres undefined),2,4,-0.2,2,0,3,6,-5,4,0
CCOc1ccc2[nH]c3nc(SCC(=O)OC(C)C)nnc3c2c1,-2,0,-0.9,1,5,25*,1,3,0,-2
Cc1ccsc1C(=O)Nc1ccc2c(c1)OCCO2,1,-2,-1.6,2,6,-2,-1,-3,3,0
Cc1cc(C)nc(Sc2nc(C)nc3c2oc2ccccc23)n1,-2,-2,-0.3,-7,3,2,-1,7,-3,-1
CCCC(=O)Nc1ccc(NC(=O)c2ccccc2Cl)nc1,0,-2,-0.7,-3,3,-17,-2,-3,7,-7
O=C(OCc1nnc(-c2ccc(Br)cc2)o1)c1ccco1,0,-1,-2.9,-6,-10,-3,-1,3,3,-2
CC(C)n1c(=O)c2c(O)cc(=O)oc2c2ccccc21,5,-4,0.9,7,-8,-1,0,1,2,0
CCOC(=O)C1(S(=O)(=O)c2ccc(Cl)cc2)CCN(Cc2ccccc2)CC1,-4,0,-1.3,-4,-1,1,0,-12,6,7
COCCNC(=O)Nc1ccc2c(c1)N(C)C(=O)CS2,5,4,-1.1,5,2,-11,1,-1,-1,-7
COc1cc(/C=C(/C#N)c2nc(-c3cc4ccccc4oc3=O)cs2)cc([N+](=O)[O-])c1O,-3,0,-1.4,16,-13,-13,1,/,3,-5
Cn1c(=O)[nH]c(=O)c2c1nc(OC(=O)c1ccccc1)n2CC(O)COc1ccccc1 (centres undefined),0,2,-0.8,2,3,-11,0,1,1,-4
COc1ccc(NC(=O)CN(C)S(=O)(=O)c2ccc3c(c2)CC(C)N3C(C)=O)c(OC)c1 (centres undefined),-4,1,-2.0,-3,5,4,-2,0,5,6
O=C(c1ccc(Br)cn1)N1CCC(Oc2cccnc2)CC1,-4,5,/,-3,11,-6,3,/,/,6
COc1ccc(-c2nn(-c3ccccc3)cc2C2CC(c3cccs3)=NN2C(=O)CCC(=O)O)cc1 (centres undefined),8,-5,0.2,-9,-8,-24,5,5,3,5
CCOC(=O)CSc1nc(N)nc(C)c1Cl,-1,-1,-2.2,-4,7,-3,-1,10,11,-4
COc1ccccc1-c1noc2c1C(=O)N(Cc1cn(-c3ccccc3)nn1)CC2,-5,7,-1.6,-5,-6,-13,3,/,-6,-4
CN1C(=O)C(C)(C)c2cc(S(=O)(=O)NCC3CCC(C(=O)NCc4ccccc4)CC3)ccc21 (centres undefined),-2,2,0.8,-4,-8,6,2,1,8,-2
COc1ccc(N(CCC#N)S(=O)(=O)c2ccc(Cl)cc2)cc1,1,-3,-2.3,3,1,0,-3,-1,-1,8
Cc1ccc(N(C(=O)c2ccncc2)C2C=CS(=O)(=O)C2)cc1 (centres undefined),3,-1,-1.6,8,1,9,0,-2,-2,1
COc1ccc(OC)c2c1sc(=NC(=O)C(C)C)n2C,-4,1,-1.2,-6,-6,0,8,-14,-5,-2
NCc1csc(Nc2ccc(C(=O)c3ccccc3)cc2)n1,5,-3,0.8,6,-1,2,-1,/,1,1
NCCN1CCN(S(=O)(=O)c2ccc3c(c2)CCN3C(=O)C2CCC2)CC1,2,0,/,5,3,6,-3,/,/,2
O=C(NC(=S)NNC(=O)c1ccccc1O)c1cccs1,-2,0,-2.7,12,16,10,3,56*,19,-6
Cc1ccc(C(=O)N/C(=C\c2cn(C)c3ccccc23)C(=O)NCCCN2CCOCC2)cc1,-2,4,-1.8,0,3,1,-3,3,10,-1
O=C(O)/C=C/C(=O)NC1CC1,5,-5,1.2,0,1,2,3,-1,-10,9

# Reprinted at random: six records from the list
SMILES,PRMT1 FP inh,LEDGF integ inh,PG9 Ab binder,mABHD4 FP,SIAE inh,TDP2 absorb,UHRF1 MBD2 ctr,HTRA1 inh,TCR CD3 inh,Tn7 DDE FP
Cc1ccc(N(C(=O)c2ccncc2)C2C=CS(=O)(=O)C2)cc1 (centres undefined),3,-1,-1.6,8,1,9,0,-2,-2,1
COc1ccc(OC)c2c1sc(=NC(=O)C(C)C)n2C,-4,1,-1.2,-6,-6,0,8,-14,-5,-2
O=C(NC(=S)NNC(=O)c1ccccc1O)c1cccs1,-2,0,-2.7,12,16,10,3,56*,19,-6
Cc1ccc(C(=O)N/C(=C\c2cn(C)c3ccccc23)C(=O)NCCCN2CCOCC2)cc1,-2,4,-1.8,0,3,1,-3,3,10,-1
NCc1csc(Nc2ccc(C(=O)c3ccccc3)cc2)n1,5,-3,0.8,6,-1,2,-1,/,1,1
O=C(O)/C=C/C(=O)NC1CC1,5,-5,1.2,0,1,2,3,-1,-10,9

# Source: PubChem (The Scripps Research Institute Molecular Screening Center)
